# VEEV TC-83 Vero: inhibitors of VEEV TC-83 cytopathic effect, confirmation, Vero cells (AID 588727); Vero cells, VEEV TC-83 cytopathic effect inhibition; higher % means a stronger effect; inhibition, % at 20 µM; hits with a dose series show IC50 in µM; actives 0.13% (n = 350,000); in the data active = a potency from the dose series; inconclusive = inhibition mostly from about 14% at the one dose, without a potency; inactive = the rest, 99 in 100 with inhibition below about 12%; note: strong numbers were not always called active
# H1N1 NS1A inhibition: NS1A inhibition, H1N1 influenza, cell based functional assay (AID 504329); NS1A functional cell-based assay, percent inhibition; higher % means a stronger effect; inhibition, % at 12.5 µM, or IC50 in µM where a hit was titrated; actives 0.3% (n = 340,000); in the data active = a potency from the dose series; inconclusive = inhibition above about 27% without an active follow-up result; note: strong numbers were not always called active
# Salmonella PhoP GFP: Inhibition of PhoP regulon, Salmonella typhi GFP reporter cells, confirmation, 4 h (AID 1850); Salmonella Typhi PhoP-promoter GFP reporter, fluorescence, 4 h; higher % means a stronger effect; one-dose inhibition, % at 50 µM; IC50 in µM for titrated hits; actives 0.33% (n = 310,000); in the data active = a potency from the dose series; inconclusive = inhibition mostly from about 25% at the one dose, without a potency; inactive = the rest, 99 in 100 with inhibition below about 19%;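 note: 0% = induced wells with vehicle and 100% = uninduced wells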
# M. tuberculosis: growth inhibition of non-replicating M. tuberculosis (AID 488890); Mycobacterium tuberculosis non-replicating, growth inhibition; higher % means a stronger effect; one-dose inhibition, % at 25 µM; IC50 in µM for titrated hits; actives 0.39% (n = 320,000); in the data active = a potency from the dose series; inconclusive = inhibition mostly from about 82% at the one dose, without a potency; inactive = the rest, 99 in 100 with inhibition below about 76%;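 note: plate controls were DMSO cells for no effect and high antibiotic wells for full effect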
# H37Rv inhibition: M. tuberculosis growth inhibition, HTS (AID 449762). M. tuberculosis H37Rv growth inhibition, 7H9 media; higher % means a stronger effect. one-dose inhibition, % at 25 µM; IC50 in µM for titrated hits. actives 0.59% (n = 330,000); in the data active = a potency from the dose series; inconclusive = inhibition above about 70% without an active follow-up result;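 note: bacterial growth assessed after seven days of incubation; strong numbers were not always called active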
# * marks the source's active call; other numbers are inactive results; i = inactive; ? = inconclusive; . = no result given; & = joins results of further samples. No enrichment for hits; 1.5% or so of the library scored in one or more.
SMILES,VEEV TC-83 Vero,H1N1 NS1A inhibition,Salmonella PhoP GFP,M. tuberculosis,H37Rv inhibition
O=C(NCCCN1CCOCC1)c1ccc(-n2nc(C(F)(F)F)cc2-c2cccs2)cc1,0.6%,1%,1%,19%,19%
CCOC(=O)c1cc(-c2ccccc2)n(CC(=O)Nc2cccc(OC)c2)c1C,0.3%,-11%,3%,-1%,7%
CC(NC(=O)c1ccco1)C(c1cccs1)N1CCN(c2ccccc2F)CC1 (stereo unspecified),6.9%,21%,-8%,24%,2%
CCCNC(=O)CN1CCN(c2cc3ccccc3c(Cl)n2)CC1,3.9%,4%,7%,-12%,3%
O=C1NC(=Nc2cccnc2)S/C1=C\c1cccc(F)c1,4.2%,-2%,11%,-9%,-1%
CC1CCCC(NC(=S)NC(=O)c2ccco2)C1C (stereo unspecified),i,-13%,.,25%,2%
CCOC(=O)N1CCC(NC(=O)C2=CCN(S(=O)(=O)c3ccc(F)cc3)CC2)CC1,1.2%,0%,8%,-8%,10%
COc1cc2[nH]cc(C(=O)NCCc3ccccc3)c(=O)c2cc1OC,0.6%,29%,-10%,25%,-3%
COc1ccccc1NC(=S)NC(=O)C(C)C,i,2%,1%,21%,?
CC(=O)Nc1cccc(NC(=O)c2cc(Cl)ccc2Cl)c1,2.5%,-2%,3%,-5%,5%
COc1ccccc1NC(=O)CCCc1nc(-c2ccc(OC)c(OC)c2)no1,0.2%,12%,13%,8%,1%
COc1ccc2c(c1)nc(CN1CCN(CCO)CC1)n2C,1.2%,-4%,1%,-2%,12%
OCC[C@H]1C[C@@H](O)[C@H](O)[C@]2(OCc3ccccc32)O1,0.1%,-4%,-6%,-15%,4%
COc1ccc([N+](=O)[O-])cc1NC(=O)c1ccc(N(Cc2ccccc2C)S(C)(=O)=O)cc1,i,-3%,-25%,5%,-4%
O=C(c1cnsn1)N1CCN(c2ccccc2)CC1,0.8%,18%,4%,64%,0%
Cc1ccc(-n2c(C)nc3c(cnn3-c3ccc(C)c(C)c3)c2=O)cc1C,4.9%,8%,-9%,.,-4%
CCOC(=O)c1ccccc1NC(=O)CSc1ccc(-c2cccnc2)nn1,6.5%,-4%,-20%,56%,4%
O=C(NCCCn1ccnc1)/C(=C\c1ccccc1F)NC(=O)c1ccccc1,2.4%,-2%,6%,4%,-7%
COc1ccc(-c2nc(CN3CCC(C(=O)N4CCOCC4)CC3)c(C)o2)cc1OC,1.5%,7%,10%,15%,6%
COC(=O)c1[nH]c2cc(C)ccc2c1NC(=O)CN1CCc2cc(OC)c(OC)cc2C1,9.3%,6%,9%,14%,2%
NC(=O)C1CCN(C(=O)CCn2c(=O)oc3ccccc32)CC1,1.2%,-4%,.,-8%,-4%
COc1ccc(-c2csc(/C(C#N)=C\c3ccc(O)c([N+](=O)[O-])c3)n2)cc1OC,8.4%,23%,3%,59%,?
CC(C)Oc1ccc(C(=O)N(CN2CCCC2=O)c2ccc(F)cc2)cc1,i,-2%,2%,3%,-7%
CCN1C(=S)N[C@@H](c2cccc(F)c2)C(C(=O)OC)=C1C,i,-5%,6%,15%,3%
COc1ccc(C(=O)O)cc1NC(=S)NC(=O)c1ccc(-c2ccc(Cl)cc2)o1,9.2%,10%,.,.,.
COc1ccc(S(=O)(=O)N(C)Cc2ccc3c(c2)OCCO3)cc1,2.4%,-19%,.,21%,-11%
Oc1ccccc1-c1nc2cnccn2c1Nc1ccc2c(c1)OCCO2,i,-8%,1%,20%,-1%
Cc1cc2n(n1)C(c1cccs1)Nc1ccccc1-2 (stereo unspecified),i,-5%,-5%,6%,-3%
Cc1ccc(NC(=S)N(C)C(c2ccccc2)c2ccccc2)cc1C,0.9%,0%,5%,14%,7%
Cc1ccc2[nH]c(C(=O)N3CCN(c4cccc(Cl)c4)CC3)cc2c1,4.0%,-5%,-2%,8%,2%
Cc1ccccc1OCCC(=O)OCC(=O)Nc1ccc(C(N)=O)cc1,i,-9%,0%,21%,5%
O=C1Nc2ccccc2C1C(C[N+](=O)[O-])c1ccccn1 (stereo unspecified),i,2%,1%,80%,2%
CCOc1ccc(C(=O)C[n+]2ccc(C(=O)NCCO)cc2)cc1,2.4%,24%,-4%,-8%,-5%
Cc1nnc(SCc2cccc([N+](=O)[O-])c2)s1,1.9%,-25%,3%,-8%,0%
CCOc1ccc(C(O)C(CN2CCOCC2)c2ccccc2)cc1 (stereo unspecified),1.1%,-19%,1%,.,1%
CCOC(=O)c1cccnc1SCC(=O)N(C)c1ccccc1,1.4%,0%,-3%,-7%,1%
Cc1ccc(-n2c(Cc3cccn3C)nnc2SCC(N)=O)cc1,i,4%,-5%,.,.
Cc1nnc(SCc2cc(=O)n3[nH]cnc3n2)s1,0.6%,9%,-23%,-7%,-10%
COc1ccccc1N(CCN1C(=O)c2cccc3cccc(c23)C1=O)C(=O)c1ccncc1,.,.,-9%,-13%,0%
O=C1c2ccccc2-c2nc3ccccc3n21,8.4%,9%&-2%,-8%&-7%,7%&-13%,1%&4%
NC(=S)NNC(=O)C12CC3CC(CC(C3)C1)C2,0.7%,1%,-2%,-3%,3%
CC(=O)N1c2ccccc2S(=O)(=O)c2c1ccc1ccccc21,4.4%,1%,.,.,.
Cc1ccc(C(=O)NN(CCC#N)C2=NS(=O)(=O)c3ccccc32)cc1,0.5%,5%,-2%,16%,-4%
CC1CCc2sc(C(=O)OCC(=O)NCc3ccccc3)cc2C1 (stereo unspecified),1.2%,0%,1%,25%,-6%
Cc1ccc(OCCC(=O)OCC(=O)Nc2ccc3c(c2)OCCO3)cc1,1.4%,1%,-2%,73%,0%

# A second format for five compounds above.
SMILES	VEEV TC-83 Vero	H1N1 NS1A inhibition	Salmonella PhoP GFP	M. tuberculosis	H37Rv inhibition
COc1ccc(-c2nc(CN3CCC(C(=O)N4CCOCC4)CC3)c(C)o2)cc1OC	1.5%	7%	10%	15%	6%
COC(=O)c1[nH]c2cc(C)ccc2c1NC(=O)CN1CCc2cc(OC)c(OC)cc2C1	9.3%	6%	9%	14%	2%
NC(=O)C1CCN(C(=O)CCn2c(=O)oc3ccccc32)CC1	1.2%	-4%	.	-8%	-4%
COc1ccc(-c2csc(/C(C#N)=C\c3ccc(O)c([N+](=O)[O-])c3)n2)cc1OC	8.4%	23%	3%	59%	?
CC(C)Oc1ccc(C(=O)N(CN2CCCC2=O)c2ccc(F)cc2)cc1	i	-2%	2%	3%	-7%

# Next section
SMILES,VEEV TC-83 Vero,H1N1 NS1A inhibition,Salmonella PhoP GFP,M. tuberculosis,H37Rv inhibition
CSc1nnc(NC(=O)c2nc(S(=O)(=O)Cc3ccccc3F)ncc2Cl)s1,7.5%,-5%,-12%,2%,13%
O=C(NC(Cc1c[nH]c2ccccc12)c1nnc2n1CCCCC2)c1ccccc1Cl (stereo unspecified),i,-10%,-1%,4%,-1%
O=C1NC(=Nc2ccccc2)S/C1=C\c1ccccc1,1.2%,0%,0%,-13%,-2%
COc1ccc(C(=O)NNc2ccccc2)cc1OC,3.6%,2%,-12%,78%,99%
Cc1ccc(OCc2nc(C#N)c(N3CCCC3)o2)cc1,1.5%,8%,-4%,60%,12%
CCNc1ccc(S(=O)(=O)N(C)C)cc1NCC(=O)Nc1ccc(F)c(Cl)c1,5.4%,3%,-4%,17%,-7%
COc1ccc(C(CNC(=O)c2c(C)nn(Cc3ccc(C)cc3)c2Cl)N2CCOCC2)cc1 (stereo unspecified),7.9%,7%,.,-7%,-6%
Cc1ccc(C(CNC(=O)Nc2cccc(C)c2)N2CCN(C)CC2)cc1 (stereo unspecified),i,5%,-21%,11%,9%
Cc1nsc2c1ccc1ccccc12,0.2%,0%,4%,19%,-7%
Cc1ccc(NC(=O)c2cc(N3C(=O)C4CC=CCC4C3=O)ccc2N2CCCCC2)cc1 (stereo unspecified),1.9%,7%,-3%,-5%,8%
CN(Cc1ccccc1Cl)C(=O)CNC(=O)C12CC3CC(CC(C3)C1)C2,2.5%,-12%,.,69%,4%
NC(=O)Cn1nc2sc3ccccc3n2c(=O)c1=O,.,.,7%,-15%,0%
N#CCC(=O)N/N=C/c1cn(Cc2ccc(Cl)cc2Cl)c2ccccc12,2.2%,-1%,-8%,0%,-1%
Cc1cc(C)cc(NS(=O)(=O)c2ccc3[nH]cc(C(=O)NCc4ccco4)c(=O)c3c2)c1,5.7%,8%,7%,3%,-2%
O=C(NCc1cccs1)c1cc2c(s1)-c1ccccc1OC2,7.5%,24%,-5%,.,0%
C/C(=N\OCC(=O)Nc1ccccc1Br)c1cccs1,i,4%,-6%,59%,3%
O=C(NNC(=O)c1ccco1)c1cccc([N+](=O)[O-])c1,1.5%,9%,-5%,-19%,0%
COc1ccc(NC(=O)CCc2nc(-c3ccccc3F)no2)cc1,3.4%,1%,-9%,72%,?
COc1ccc(N(CC(=O)Nc2cccnc2)S(=O)(=O)c2ccccc2)cc1OC,1.5%,5%,10%,-7%,8%
O=C(CN1CCc2ccccc2C1)Nc1cccc(S(=O)(=O)N2CCOCC2)c1,0.9%,5%,.,3%,-12%
O=C(CNCc1ccco1)Nc1cc(S(=O)(=O)N2CCOCC2)ccc1N1CCCC1,i,-3%,8%,2%,1%
Cc1csc(SCCn2c(N3CCCC3)nc3c2c(=O)[nH]c(=O)n3C)n1,1.1%,7%,6%,-23%,3%
CC(C)(C)n1nc(C2CC2)cc1NC(=O)Nc1ccc(Cl)cc1,0.9%,3%,-6%,-7%,4%
Clc1nc(Nc2ccccc2)nc(Nc2ccccc2)n1,0.6%,16%,4%,48%,10%
O=C(NCCCN1CCOCC1)/C(=C/c1cccs1)NC(=O)c1ccccc1,2.3%,2%,12%,6%,2%
COC(=O)c1sccc1NC(=O)CSc1nnnn1-c1ccccc1C,2.9%,-1%,-17%,3%,-2%
CCc1nnc(NC(=O)CCC(=O)N2CCN(c3cc(Cl)ccc3C)CC2)s1,0.1%,-3%,-3%,53%,2%
CCCS(=O)(=O)c1nc(S(=O)(=O)c2ccc(C)cc2)c(NCCCN2CCOCC2)s1,0.1%,-16%,-32%,-4%,-2%
CCCC[C@H](CC(=O)c1ccccc1)[C@@H](OC(C)=O)C(=O)Oc1c(C(C)C)cccc1C(C)C,0.4%,0%,.,-12%,-3%
O=C(N/N=C/c1cccs1)c1cc(-c2ccncc2)nc2ccccc12,10%,2%,-11%,-15%,3%
Cc1nc(NC(=S)NC(=O)COc2ccccc2Cl)ccc1Br,2.1%,-2%,8%,26%,58%
O=C(Cn1cnc2ccc(Cl)cc2c1=O)NC1CCS(=O)(=O)C1 (stereo unspecified),1.4%,8%,.,.,.
Cc1sc(N/N=C/c2cccnc2)nc1-c1ccc(Cl)cc1,1.4%,1%,2%,25%,-12%
N#CC1C(=O)NC(N2CCN(c3ccccc3)CC2)=NC12CCCCC2 (stereo unspecified),7.0%,-3%,0%,-17%,-2%
O=C(O)c1cccnc1SC1CC(=O)N(c2ccccc2)C1=O (stereo unspecified),0.6%,-22%,-5%,3%,-9%
O=C(CCN1C(=O)c2ccccc2C1=O)NCc1cccc(Cl)c1,0.0%,-5%,4%,0%,6%
CC1=C(C(=O)O)N2C(=O)C(NC(=O)c3ccn(C)n3)C2SC1 (stereo unspecified),i,3%,8%,-21%,-6%
COc1ccc(N(CC(=O)NC2CCCC2)C(=O)c2csnn2)cc1,4.5%,4%,-4%,8%,-7%

# Quoted at random: 3 records from the list
SMILES,VEEV TC-83 Vero,H1N1 NS1A inhibition,Salmonella PhoP GFP,M. tuberculosis,H37Rv inhibition
N#CC1C(=O)NC(N2CCN(c3ccccc3)CC2)=NC12CCCCC2 (stereo unspecified),7.0%,-3%,0%,-17%,-2%
O=C(O)c1cccnc1SC1CC(=O)N(c2ccccc2)C1=O (stereo unspecified),0.6%,-22%,-5%,3%,-9%
O=C(CCN1C(=O)c2ccccc2C1=O)NCc1cccc(Cl)c1,0.0%,-5%,4%,0%,6%

# Compound activity as filed in PubChem BioAssay.
